NPY-Y1 PAM-ag: NPY-Y1 receptor potentiators or agonists, primary screen, cell-based. AID 1304, 2008. NPY-Y1 expressing cells, potentiator/agonist activation. hit rate 0.37% among 220,000. Neuropeptide Y receptor type 1 (Homo sapiens), P25929. activation, % at 3.6 µM; in the data active means activation above about 33%, passing the limit was not always enough;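 further: cells stimulated with NPY at EC10 then isoproterenol at EC100; 0% = low agonist plus stimulus and 100% = saturating agonist plus stimulus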
Target sequence (P25929 whole entry, looked up): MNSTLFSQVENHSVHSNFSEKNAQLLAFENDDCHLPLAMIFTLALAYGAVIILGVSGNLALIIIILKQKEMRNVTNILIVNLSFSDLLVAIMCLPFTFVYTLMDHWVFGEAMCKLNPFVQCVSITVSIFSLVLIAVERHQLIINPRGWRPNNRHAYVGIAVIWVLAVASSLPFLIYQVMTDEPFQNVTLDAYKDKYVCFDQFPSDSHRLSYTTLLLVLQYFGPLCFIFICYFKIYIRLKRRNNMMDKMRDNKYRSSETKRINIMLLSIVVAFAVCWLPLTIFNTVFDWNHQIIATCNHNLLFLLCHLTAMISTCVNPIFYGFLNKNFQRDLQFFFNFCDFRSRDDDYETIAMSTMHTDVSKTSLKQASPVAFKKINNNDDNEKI
RBBP9 inhibitor: human RBBP9 inhibitors, primary screen, biochemical, fluorescence polarization, FP-Rh probe, HTS | recombinant RBBP9 | inhibition, % at 7.94 µM | hit rate 0.2% among 220,000;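 active means inhibition above the campaign mean of all tested compounds plus 3 SD, cut at about 14% in these data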;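 further: plate controls were DMSO wells with RBBP9 for no effect and wells lacking RBBP9 protein for full effect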
Target sequence (O75884 whole entry, looked up): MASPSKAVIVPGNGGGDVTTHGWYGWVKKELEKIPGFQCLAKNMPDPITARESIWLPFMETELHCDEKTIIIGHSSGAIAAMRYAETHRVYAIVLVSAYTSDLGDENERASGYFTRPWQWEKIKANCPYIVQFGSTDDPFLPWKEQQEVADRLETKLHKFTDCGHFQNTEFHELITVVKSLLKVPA
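system = RBBP9 protein | input = RBBP9 at 2.5 µM in dispensed solution, before mixing | measured by = fluorescence polarization (mP), excitation 525 nm, emission 598 nm | incubation = enzyme-compound preincubation 30 min, then probe labeling 45 min, 25 °C | buffer or medium = Tris-NaCl-Pluronic buffer, pH 8.0 | compound = single dose 7.94 µM | also added = FP-Rh probe, 375 nM dispensing solution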
NPY-Y1 antag: NPY-Y1 receptor antagonists, primary screen, cell-based. HEK293-CNG Y1 cells, membrane potential fluorescence; NPY at EC95, then isoproterenol. hit rate 1% among 200,000. Neuropeptide Y receptor type 1 (Homo sapiens), P25929. inhibition, % at 3.6 µM;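 active means inhibition above the campaign mean inhibition of all tested compounds plus 3 SD, cut at about 20% in these data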;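 further: 0% = DMSO wells given NPY plus isoproterenol and 100% = isoproterenol alone without NPY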
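Material: HEK293 Y1/CNG channel cell line; also added: NPY (25 nM), isoproterenol (1 µM), Ro 20-1724 (25 µM); doses: one concentration, 3.6 µM, in 0.4% DMSO; schedule: compound incubation 1 h at room temperature, readout 45 min post-stimulation; technique: membrane potential fluorescence; measure: fluorescence ratio normalized to % inhibition between controls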
Hck Nef HTS: inhibitors of Nef-activated human Hck kinase, primary screen, biochemical, Z-Lyte FRET, 384-well, Hck-YEEI | Recombinant Hck-YEEI plus Nef, Z-Lyte FRET kinase assay | hit rate 0.68% among 220,000 | inhibition, % at 20 µM;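 active means Hck-Nef kinase inhibition above about 50%, limit read from the data; inactive means inhibition below that limit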;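 further: 0% = DMSO with Hck plus Nef and 100% = Hck alone without Nef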
p97 inhibitor: inhibitors of human p97 ATPase, primary screen, biochemical. inhibition, % at 8 µM. recombinant p97 ATPase, Kinase-Glo ATP luminescence, 3 h. hit rate 0.42% among 220,000; in the data active means inhibition above about 15%;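 further: 0% = DMSO vehicle and 100% = wells lacking enzyme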
MDM2 E3 inh: MDM2-luciferase reporter signal enhancers, primary screen, MDM2 E3 ligase inhibitor project, cell-based, luminescence, 1536-well; AID 1230, 2008; hit rate 0.11% among 210,000; E3 ubiquitin-protein ligase Mdm2 (Homo sapiens), Q00987; cell-based MDM2 ubiquitination luciferase reporter, 2 h; 0 = plate control, 100 = twice control, blank-subtracted; signal enhancement, % at 5 µM;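 active means signal enhancement of 30% or more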;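 further: luminescence tracks abundance of the self-degrading MDM2-luciferase fusion protein; higher signal means inhibition of MDM2 E3 ligase activity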
Target sequence (Q00987 whole entry, looked up, the tested form may be a part): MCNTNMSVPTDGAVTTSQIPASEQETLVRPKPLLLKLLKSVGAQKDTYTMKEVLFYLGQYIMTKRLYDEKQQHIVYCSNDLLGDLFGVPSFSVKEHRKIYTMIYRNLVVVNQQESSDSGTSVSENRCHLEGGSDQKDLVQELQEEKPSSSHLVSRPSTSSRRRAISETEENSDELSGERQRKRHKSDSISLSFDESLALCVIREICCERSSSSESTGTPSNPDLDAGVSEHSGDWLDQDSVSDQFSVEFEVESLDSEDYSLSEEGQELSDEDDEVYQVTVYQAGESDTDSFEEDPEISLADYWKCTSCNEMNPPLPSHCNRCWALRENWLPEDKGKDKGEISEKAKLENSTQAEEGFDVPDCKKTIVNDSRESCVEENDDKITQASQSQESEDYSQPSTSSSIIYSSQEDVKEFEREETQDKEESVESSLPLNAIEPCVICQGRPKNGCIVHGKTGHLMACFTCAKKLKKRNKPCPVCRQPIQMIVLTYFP
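Assay system: stable mammalian line carrying autodegrading MDM2–luciferase fusion reporter; amount: 2000 cells seeded into each well; buffer or medium: DMEM; benchmarks: plate control and blank wells; signal: luciferase luminescence; timing: 2 h compound exposure at 37 °C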
Runt-SMMHC FRET: inhibitors of RUNX1 Runt–CBFb-SMMHC binding, primary screen, biochemical, FRET, Cerulean-Runt, Venus-CBFb-SMMHC, uHTS. AID 1434, 2008. hit rate 0.74% among 220,000. Cerulean-Runt/Venus-CBFb-SMMHC FRET ratio 530/480, 1 h. inhibition, % at 20 µM. Runt-related transcription factor 1 (Homo sapiens) + Core-binding factor subunit beta …;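 active means mean inhibition across duplicate retests at 20 µM reaching about 50%, limit read from the data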;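 further: 0% = DMSO wells and 100% = wells with excess untagged CBFb-SMMHC; inhibitors lower the FRET ratio by blocking Runt binding to CBFb-SMMHC; some results filed as inactive read as strong as hits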
Runt-CBFb FRET: inhibitors of RUNX1 Runt–CBFb binding, primary screen, biochemical, FRET, Cerulean-Runt, Venus-CBFb, uHTS; inhibition, % at 20 µM; Cerulean-Runt/Venus-CBFb FRET ratio 530/480, 1 h; AID 1496, 2009; hit rate 0.46% among 220,000;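 active means inhibition over about 50% at 20 µM in the single-dose screen, limit read from the data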;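 further: 0% = DMSO wells and 100% = excess unlabeled CBFb competitor control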
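Assay system: Cerulean-tagged RUNX1 Runt domain (FRET donor) fusion protein / Amount: 100 nM each of Venus-CBFb and Cerulean-Runt domain / Medium: Tris buffer pH 7.5 with salts and BSA / Also added: Venus-CBFb 100 nM / Schedule: 1 h complex formation plus 1 h compound treatment, room temperature / Signal: FRET fluorescence / Read-out: loss of energy transfer signal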
NPY-Y2 PAM-ag: NPY-Y2 potentiators or agonists, primary screen, cell-based | cells expressing NPY-Y2, potentiator/agonist read-out | activation, % at 3.6 µM | hit rate 0.45% among 220,000 | AID 1359, 2008; in the data active means activation above about 27%;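 further: cells stimulated with NPY near EC25 plus isoproterenol at EC100; 0% = vehicle plus submaximal agonist and 100% = vehicle plus saturating agonist; some results beyond the cut were filed as inactive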
Active calls of the source: *; nt = not tested or not shown.

Under each structure – NPY-Y1 PAM-ag, NPY-Y2 PAM-ag, Runt-SMMHC FRET, MDM2 E3 inh, p97 inhibitor, Runt-CBFb FRET, Hck Nef HTS, NPY-Y1 antag, RBBP9 inhibitor
> CC(=O)N1C(=O)/C(=C2\SC(=S)N(c3c(C)n(C)n(-c4ccccc4)c3=O)C2=O)c2ccccc21
 : 0, -8, 6, -22, -1, 31, 2, 1, -1
> Cc1cc(C)n2nc(S(=O)(=O)N(C)Cc3ccccc3)nc2n1
 : -12, 8, 0, -14, 4, 2, 1, 7, 9
> Cc1sc2ncnc(N(C)CCc3ccccn3)c2c1C
 : 14, -4, -1, nt, 4, 0, 28, nt, -4
> O=C(N/N=C/c1cc([N+](=O)[O-])ccc1O)/C(=C\c1cccs1)NC(=O)c1ccccc1
 : -13, -4, -7, -3, 12, -14, 6, -3, -4
> CCOC(=O)N1CCC(NC(=O)C2CCN(C(=O)c3cc4oc(C)cc4n3Cc3c(F)cccc3Cl)CC2)CC1
 : -6, 3, -1, -22, 4, -8, 14, 10, -1
> Cc1ccccc1CNC(=O)CC1C(=O)NCCN1CC1CCCCC1 (configuration not stated)
 : 1, 12, 3, -7, -3, -2, 11, 5, -10
> Cc1cc2c(c(=O)o1)C(c1cccs1)C(C#N)=C(N)O2 (configuration not stated)
 : -3, -6, 4, -7, 1, 7, 3, 2, -2
> CN(C)/C=C/C(=O)c1ccc(-n2cccc2)cc1
 : -1, -1, 1, -9, -3, 1, 46, 1, -12
> Cn1c(=NC(=O)C2CCN(S(=O)(=O)c3cccs3)CC2)sc2ccccc21
 : -15, 5, -2, -12, 2, 1, 0, 0, -4
> CCC(=O)Nc1cccc(C(=O)OCc2cccc([N+](=O)[O-])c2)c1
 : 8, -14, -2, -90, -5, 0, -10, 4, -2
> CC(C)N1CN(c2ccccc2)C(=S)N(c2ccccc2)C1
 : 20, 20, -3, -16, 1, 0, 7, nt, -6
> Cc1cc(C)nc(SCC(=O)Nc2ccc(S(=O)(=O)Nc3nccs3)cc2)n1
 : 24, -5, 0, -11, 6, 0, -1, -1, -9
> CCOc1cccc(/C=C2\NC(=S)N(c3ccccc3)C2=O)c1O
 : 22, 7, -9, -22, 5, -3, -6, nt, -3
> COc1ccc(N(CC(=O)Nc2cc(C)ccc2C)S(=O)(=O)c2ccccc2[N+](=O)[O-])c(OC)c1
 : 1, 12, -7, -7, 3, -1, -3, -1, -13
> O=c1c2ccccc2nc2c3ccccc3c(NCc3cccnc3)nn12
 : 5, 0, -3, -14, 3, -7, 3, 2, -3
> CCCCc1nc(NCCNC(=O)c2ccco2)c(C#N)c2c1CSC(C)(C)C2
 : 5, -6, -5, -15, -3, -3, 4, 3, 3
> COc1cccc(CN2CCN(S(=O)(=O)c3ccc(Br)cc3)CC2)c1
 : -21, -3, -1, -6, -3, 1, -1, 0, -7
> CC(=O)c1c(C)nc(-c2ccc(Cl)cc2Cl)n1O
 : -4, -4, 3, -6, -1, 1, 0, -2, -7
> Cc1cccc(N(C)c2cc(C)nc3nc(C)nn23)c1
 : 7, 17, -2, -6, 2, -1, 1, 4, -2
> COc1ccc(C(=O)Nc2cc3c(cc2C#N)OCO3)cc1S(=O)(=O)NCc1ccco1
 : -7, 13, 0, -19, 5, 0, 7, 1, 10
> COC(=O)NNC(=O)C12CC3CC(CC(C3)C1)C2
 : -14, -16, 1, -5, 3, 2, 0, -4, -8
> COCCn1c(SCC(=O)Nc2cc(C)nn2-c2ccccc2)nnc1-c1ccncc1
 : 9, -4, 3, -5, 1, -1, 0, -3, -10
> Cc1[nH]ccc(=O)c1OCC(=O)O
 : -35, -7, 0, -6, -1, 3, 14, nt, -8
> CC(C)N(C(=S)Nc1cc(S(=O)(=O)N2CCOCC2)ccc1Cl)c1ccccc1
 : -3, 2, 4, 16, 6, 0, 0, 2, -9
> COC(=O)Cn1nnc(-c2cccc(OC)c2)n1
 : -14, -15, 2, -13, -3, 0, -1, 7, 2
> C=CCn1c(SCc2ccc(Cl)cc2)nc2cc(C(=O)N3CCC(C(N)=O)CC3)ccc2c1=O
 : -4, -11, -4, -5, -2, -1, -1, 1, -5
> Cc1ccccc1CS(=O)(=O)CC1(O)CCN(C(=O)c2cccc(C(F)(F)F)c2)CC1
 : 11, -2, 0, -5, 1, -4, 1, -8, -12
> O=C(NC(Cc1c[nH]c2ccccc12)C(=O)NCc1ccc(F)cc1)OCc1ccccc1 (configuration not stated)
 : 11, 9, 6, -2, 6, -1, 3, -4, -1
> COc1ccc(C(=O)NNC(=O)CCCCC(=O)NNC(=O)c2ccc(OC)cc2)cc1
 : 2, 14, 0, 2, 6, 1, -10, 0, -4
> O=C(c1cc(F)ccc1F)C1CCCN(Cc2cccn2-c2ccccn2)C1 (configuration not stated)
 : -4, -33, -4, -37, 4, -1, -1, nt, -1
> O=C(COc1ccc(S(=O)(=O)Nc2ccccc2)cc1)N1CCOCC1
 : 13, 1, 1, -6, 3, 1, 7, 5, 5
> COc1ccc(CCNC(=O)CSC2=Nc3ccccc3C3=NC(C(C)C)C(=O)N23)cc1OC (configuration not stated)
 : 2, 6, -2, -9, 2, 0, 0, 3, -9
> Cc1c(/C=N/NC(=O)c2cc(C(C)(C)C)[nH]n2)c2ccccc2n1C
 : 25, 1, 2, -9, 9, -3, 38, nt, -7
> S=c1[nH]nc(-c2ccc3ccccc3n2)n1-c1ccccc1Cl
 : -11, 2, 12, -1, 4, 10, -1, 4, 0
> Cc1ccc(N2NC(=O)/C(=C/c3ccc(-c4ccc(Cl)c(C(=O)O)c4)o3)C2=O)cc1C
 : 19, 16, 0, -1, 5, 1, 15, -5, -1
> CC1C(=O)C(C)C(c2ccco2)NC1c1ccco1 (configuration not stated)
 : 11, -1, -5, -13, 5, 0, 1, 3, -10
> Cc1c(C(=O)NCc2ccccn2)oc2ccc(S(=O)(=O)N3CCC4(CC3)OCCO4)cc12
 : 20, 11, 2, -4, 5, -6, 11, -5, 2
> Cc1ccc(NC(=O)c2cc([N+](=O)[O-])ccc2NCc2cccnc2)cc1
 : 23, 26, 1, -7, 5, -3, 0, -2, -7
> CC(=O)Nc1ncc(Cc2ccc(Cl)cc2Cl)s1
 : 27, 9, 2, -16, 2, 2, -1, 4, -13
> O=c1[nH]c(=O)n(Cc2ccco2)c2c1C(C(F)(F)F)(C(F)(F)F)N=C(Cc1ccccc1)N2
 : 15, 3, 0, -8, 2, nt, 2, -4, -13
> Cc1cc(C)c(NC(=S)N(CCN(C)C)Cc2cccs2)c(C)c1
 : 14, 4, -8, -6, -2, -1, -2, 3, -5
> O=C(CN1C(=O)NC2(CCCCCCC2)C1=O)NCc1cccs1
 : 7, -3, -2, -11, 6, 0, 1, 6, -8
> O=C(CCCSc1nnnn1-c1ccccc1)c1ccc(F)cc1
 : -22, -1, -3, -13, -2, -1, 1, 5, 4
> COc1ccc(S(=O)(=O)n2nc(-c3cc(OC)c(OC)c(OC)c3)cc2N)cc1OC
 : -3, -2, -3, -1, 4, -2, 0, -3, -9
> CCCc1[nH]n(-c2ccc([N+](=O)[O-])cc2)c(=O)c1C(C)=NCc1ccncc1
 : 4, -16, -12, -5, -1, -2, 15, nt, 2
> NC(=S)N/N=C/c1ccc(-c2ccc(SC(F)F)cc2)o1
 : 31, 12, -5, 9, 12, 11, 10, nt, -7
> N#CC1=C(N)Oc2n[nH]c(-c3cccs3)c2C1c1ccncc1 (configuration not stated)
 : 15, -8, -1, -4, 4, -1, -5, 7, -7
> O=C(Nc1ccc(Cl)cc1)Nc1cc(S(=O)(=O)N2CCOCC2)ccc1N1CCCC1
 : -27, 16, -4, -13, 6, -3, 6, 5, -1
> COc1cc(NC(=O)c2ccc(CNc3c(N4CCCC4)c(=O)c3=O)cc2)cc(OC)c1OC
 : 2, 0, 3, -6, -4, 0, 23, nt, -5
> Cc1cc(C(=O)NCCCn2ccnc2)cs1
 : -15, 6, -1, -21, -8, 0, -14, -4, -3
> CCOC(=O)c1c(C)oc(C)c(C(=O)OCC)c1=O
 : 21, -9, 5, -12, -1, -1, 2, nt, -5
> Cc1ccc(-c2nc(C)sc2CC(=O)Nc2nnc(C)s2)cc1
 : 5, 5, -1, -13, 2, 2, 19, -1, -7
> O=C(Nc1ccccc1Cl)O/N=C/c1ccncc1
 : -10, 4, nt, nt, 2, nt, 1, 7, -7
> CCN(CC(=O)Nc1ccc2c(c1)OCCO2)C(=O)c1cccc(S(=O)(=O)N2CCOCC2)c1
 : 6, 10, 0, -5, -1, 1, -1, 0, -7
> COc1ccc(-n2ccnc2CN2CCCC(CO)(Cc3cccc(OC)c3)C2)cc1 (configuration not stated)
 : 1, -20, -4, -2, -3, -2, 1, 7, 0
> Cc1cccn2c(=O)c(C=O)c(Cl)nc12
 : 6, -15, 0, -7, 11, 4, 0, nt, 7
> O=C(CSc1nnc2ccccn12)NCc1ccco1
 : 19, -8, -3, -9, 3, 0, -10, 4, -4
> Cc1cc(/C=N/NC(=O)C(O)(c2ccccc2)c2ccccc2)c(C)n1-c1ccc(C(=O)O)cc1
 : 8, -12, 3, -12, -4, -2, 0, 1, -3
> COc1cc(C(=O)O/N=C2/C=C(C)C(=O)C=C2C)cc(OC)c1OC
 : -22, 9, -1, -12, 2, 3, 3, 6, 4
> Cc1ccn2c(C(=O)CSc3ccc(Cl)cc3Cl)c(C)nc2c1
 : -7, 1, -3, -3, 4, -1, 3, -2, -12
> O=C(NCCc1ccc(F)cc1)c1cc(-c2ccncc2)nc2ccccc12
 : -5, -9, -1, -1, 6, -2, 21, nt, -3
> O=C(Nc1ccc(-c2nc3ccccc3o2)cc1)c1ccc(N2CCOCC2)c([N+](=O)[O-])c1
 : 8, -4, -2, -8, 2, -2, 3, 8, -4

Source: PubChem
